# Screening results from PubChem.
# PLC-beta3 inh: human PLC-beta3 inhibitors, primary screen, biochemical, fluorescence; 0.18% of 370,000 active; inhibition, % at 12.2 µM; 1-phosphatidylinositol 4,5-bisphosphate phosphodiesterase beta-3 (Homo sapiens), Q01970; Purified PLC-beta3, fluorogenic substrate; in the data active = inhibition above about 11%;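 note: 0% = median of compound wells on plate and 100% = full blocker control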
# GAA850 FXN act: FXN promoter activators, primary screen, cell-based, luciferase luminescence, HEK293 lucGAA850. activation, % at 6 µM. 0.56% of 360,000 active. AID 540364, 2011. HEK293 lucGAA850 FXN promoter luciferase reporter, 24 h; percent of 10 µM SAHA response;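 active = activation above the average of all compounds screened plus 3 SD, cutoff fixed separately per campaign, cut at about 7.5% in these data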;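 note: 0% = DMSO wells and 100% = 10 µM SAHA wells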
# DAX1 inh-1: DAX1 (NR0B1) inhibitors on StAR promoter, primary screen, cell-based, luminescence, SF-1 (NR5A1), full-length DAX-1; HEK293T StAR-luciferase reporter, SF-1/DAX-1 repression relief; inhibition, % at 6.8 µM; 1.1% of 370,000 active; AID 652010, 2013;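 active = inhibition above the mean over all tested compounds plus 3 SD, cut at about 3.6% in these data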;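 note: 0% = DAX-1 cells with DMSO and 100% = cells lacking DAX-1 with DMSO; higher inhibition means more luminescence from relief of DAX-1 repression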
# ADAM10 inh: human ADAM10 inhibitors, primary screen, biochemical, QFRET, HTS; Disintegrin and metalloproteinase domain-containing protein 10 (Homo sapiens), O14672; inhibition, % at 7 µM; recombinant ADAM10, EDANS/DABCYL FRET peptide cleavage, 3 h; AID 720582, 2013; 0.62% of 370,000 active;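 active = inhibition above a per-campaign cutoff equal to the mean of compounds falling between control-based bounds plus 3 SD, cut at about 20% in these data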;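 note: 0% = DMSO wells while the 100% control is not disclosed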
# ADAM17 inh: ADAM17 inhibitors, primary screen, biochemical, QFRET; AID 720648, 2013; inhibition, % at 6.95 µM; 0.83% of 370,000 active; recombinant ADAM17, EDANS/DABCYL FRET peptide cleavage; Disintegrin and metalloproteinase domain-containing protein 17 (Homo sapiens), P78536;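 active = inhibition above the mean of compounds lying between control limits plus 3 SD, set per campaign, cut at about 8.5% in these data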;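 note: 0% = DMSO-only wells as the low control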
# Target sequence (P78536 215-824 limits assumed): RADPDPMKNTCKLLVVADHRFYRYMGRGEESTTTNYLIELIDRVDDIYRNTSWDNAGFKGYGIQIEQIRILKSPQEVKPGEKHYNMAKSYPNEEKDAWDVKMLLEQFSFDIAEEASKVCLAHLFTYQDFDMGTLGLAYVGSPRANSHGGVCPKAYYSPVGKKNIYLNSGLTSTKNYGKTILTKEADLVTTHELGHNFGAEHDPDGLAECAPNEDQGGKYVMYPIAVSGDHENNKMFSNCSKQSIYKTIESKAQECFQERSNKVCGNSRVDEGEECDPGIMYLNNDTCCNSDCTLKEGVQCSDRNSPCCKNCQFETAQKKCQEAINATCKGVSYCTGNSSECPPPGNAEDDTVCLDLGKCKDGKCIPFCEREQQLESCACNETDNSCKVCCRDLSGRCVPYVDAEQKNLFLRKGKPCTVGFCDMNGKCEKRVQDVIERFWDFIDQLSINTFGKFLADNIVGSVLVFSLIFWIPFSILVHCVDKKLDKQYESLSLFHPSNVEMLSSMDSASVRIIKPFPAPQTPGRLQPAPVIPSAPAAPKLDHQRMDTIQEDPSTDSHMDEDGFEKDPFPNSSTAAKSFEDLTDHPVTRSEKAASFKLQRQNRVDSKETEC
# DAX1 inh-2: DAX1 (NR0B1) inhibitors, primary screen, cell-based, HEK293, Gal4-DAX1, luciferase luminescence; HEK293 Gal4-DAX1 luciferase reporter; inhibition, % at 6.75 µM; 0.99% of 340,000 active; AID 504766, 2011;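 active = inhibition above the mean over all tested compounds plus 3 SD, cut at about 4.2% in these data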;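 note: 0% = DAX1-transfected cells with DMSO and 100% = empty-vector control cells with DMSO; inhibition shows as a rise in luminescence from relieved DAX1 repression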
# Target sequence (P51843 207-470 limits assumed): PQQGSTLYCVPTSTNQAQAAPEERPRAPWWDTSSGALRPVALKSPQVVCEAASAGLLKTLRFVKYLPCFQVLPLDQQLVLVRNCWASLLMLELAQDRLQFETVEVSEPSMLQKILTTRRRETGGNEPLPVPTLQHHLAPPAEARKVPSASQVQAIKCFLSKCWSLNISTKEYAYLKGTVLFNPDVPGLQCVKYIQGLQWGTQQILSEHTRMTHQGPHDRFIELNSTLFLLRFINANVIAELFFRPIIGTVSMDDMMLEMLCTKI
# hcDAF-12 act: H. contortus DAF-12 nuclear receptor activators, primary screen, cell-based, luminescence, HEK293, lit1-tk-luc reporter. 1.4% of 370,000 active. AID 652067, 2013. activation, % at 6.8 µM. HEK293 hcDAF-12 lit1-tk-luc reporter; 0% DMSO, 100% Δ7-dafachronic acid;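 active = activation above the mean of all tested compounds plus 3 SD, cut at about 5.5% in these data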;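 note: 100% = response to 3 µM Δ7-dafachronic acid high control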
# hgDAF12 agonist: H. glycines DAF-12 receptor agonists, primary screen, cell-based, luminescence, HEK293, GAL4 fusion, UAS-luciferase; Nuclear hormone receptor DAF-12 (Heterodera glycines), GAL4 fusion; AID 687014, 2013; HEK293 GAL4-hgDAF12 UAS-luciferase reporter, agonist luminescence; normalized to butyrate control; 1.8% of 370,000 active; activation, % at 6.8 µM;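 active = activation above a cutoff set at the mean of all screened compounds plus 3 SD, cut at about 10% in these data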;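 note: 0% = DMSO wells and 100% = sodium butyrate wells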
# PLC-gamma1 inh: PLC-gamma1 enzyme inhibitors, primary screen, biochemical, fluorescence, purified enzyme. fluorogenic substrate. inhibition, % at 12.2 µM. 0.84% of 370,000 active. AID 720700, 2013; in the data active = inhibition above about 9.5%
# ssDAF-12 act: S. stercoralis DAF-12 nuclear receptor activators, primary screen, cell-based, luminescence, HEK293, GRIP1 co-expression, lit1-tk-luc. Nuclear hormone receptor DAF-12 (Strongyloides stercoralis). HEK293 ssDAF-12/GRIP1 lit1-tk-luc reporter; % of 3 µM dafachronic acid response. activation, % at 6.8 µM. 1% of 370,000 active;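 active = activation above the mean over all tested compounds plus 3 SD, cut at about 0.9% in these data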;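 note: 0% = DMSO-only wells and 100% = 3 µM delta7-dafachronic acid wells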
# sPLA2-III inh: human group III sPLA2 inhibitors, primary screen, biochemical, QFRET, BODIPY PC-A2 liposome substrate; Group 3 secretory phospholipase A2 (Homo sapiens), Q9NZ20; QFRET BODIPY PC-A2 liposome hydrolysis, fluorescence; inhibition, % at 12.2 µM; 0.56% of 370,000 active; AID 743126, 2013;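 active = inhibition above mean plus 3 SD of compounds lying within the high and low control bounds, cut at about 19% in these data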;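 note: 0% = median of test compound wells and 100% = no enzyme DMSO wells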
# An asterisk follows results filed as active; i = inactive; . = not tested or not shown.
SMILES,PLC-beta3 inh,GAA850 FXN act,DAX1 inh-1,ADAM10 inh,ADAM17 inh,DAX1 inh-2,hcDAF-12 act,hgDAF12 agonist,PLC-gamma1 inh,ssDAF-12 act,sPLA2-III inh
CCc1nnc(NC(=O)CSc2nnc(-c3ccc(S(=O)(=O)N(CC)CC)cc3)n2CC)s1,2,0.1,-1.0,-17,-3,0.5,0.0,2.0,2,-1.8,8
O=C(CN1CCN(C(=O)c2ccc(-c3nc4ccccc4s3)o2)CC1)Nc1ccccc1Cl,-14,3.4,-0.5,-15,-6,-0.6,3.3,2.0,-4,-0.2,11
CC(C)OC(=O)Cn1cc(C#N)c2ccccc21,-3,1.1,0.3,2,0,-1.0,2.6,2.1,-1,-1.4,9
CCCCOCCCNC(=O)CN1C(=O)c2ccccc2C1=O,-4,-0.8,0.2,5,-1,-0.1,-3.4,-0.7,1,-1.3,15
Cc1ccc(S(=O)(=O)Cc2ccc(C(=O)N3CCC(C(N)=O)CC3)o2)cc1,-7,2.0,-0.9,-10,-4,0.2,1.7,0.3,0,-1.0,2
CCOC(=O)C(NC(=O)CC)(Nc1ccccc1)C(F)(F)F (stereo not given),11*,-0.1,0.7,5,3,-1.1,-0.9,2.4,14*,-1.2,3
CCc1c(C)c2ccc(OCC(=O)N(C)C)c(C)c2oc1=O,-54,0.4,0.0,i,-156,-0.5,-1.5,1.9,-41,-1.2,3
Cc1ccccc1C(=O)N1CCN(c2ccc(NC(=O)c3ccco3)cc2)CC1,0,-4.2,-0.8,-4,0,0.3,0.6,5.0,-1,-1.3,-1
COc1ccc(C(=O)N2CCN(c3ccc(NC(=O)c4ccco4)cc3)CC2)cc1,-10,-1.6,-2.0,-9,-1,3.9,-1.2,-1.2,0,-1.2,8
CCC[C@H]1CN(c2ccc(Br)cc2)C(=O)[C@@H]1CC(=O)Nc1ccc(OC)cc1,5,-1.2,-1.5,-8,-2,1.8,-2.9,1.8,1,-1.8,-10
CC(=O)c1ccc(N(CC(=O)NC2CCCC2)C(=O)c2ccc(C)s2)cc1,-3,2.1,0.2,1,-1,0.1,-0.5,-1.3,-1,-0.9,2
COC(=O)[C@]12CCCCC=C1N(CCc1ccc(OC)c(OC)c1)C(=O)[C@H](CC(=O)N1CCN(C(=O)c3ccco3)CC1)C2,2,.,-0.8,-3,-3,.,-1.9,-1.3,-1,-1.2,6
COc1ccc([C@H]2CC(=O)C=C(c3cccc(F)c3OC)C2)cc1,-8,0.2,-0.1,-2,-2,-0.3,-2.6,-2.7,-5,-1.4,0
CC1CN=C(NC2CCCCC2C)S1 (stereo not given),1,-2.0,1.2,12,0,0.2,-0.6,1.6,6,-1.0,7
COc1ccc(N2C(=O)CCC(C(=O)O)C2c2ccccc2OC)cc1 (stereo not given),-7,0.3,0.2,-5,-6,3.1,1.3,-2.4,0,-1.8,0
COc1cc(OC)c(S(=O)(=O)N2CCN(C(=O)c3ccccc3F)CC2)cc1NC(C)=O,-4,-0.3,0.9,1,-3,1.3,0.6,-1.2,0,-1.3,5
CC(C)CCCC(C)NC(=O)c1cc(S(=O)(=O)N2CCCCC2)ccc1N1CCOCC1 (stereo not given),-6,-1.8,-0.8,-6,-4,0.1,1.3,-3.1,-1,-1.2,9
COc1c2n(C)ccc3c-2n(c(=O)c1=O)c1ccccc31,-54,-2.2,0.1,-124,-22,2.3,0.5,0.9,-41,-1.3,6
C=CC(=O)Nc1ccc(Br)cc1,9,0.4,-3.1,7,3,-0.9,-2.5,-4.7,7,-1.2,9
COC(=O)c1ccc(C2Nc3cccc4cccc(c34)N2)cc1,-13,1.3,-0.9,0,-2,1.5,1.8,-1.6,-5,0.0,-3
Cc1ccc2ncnc(NCCCCCC(=O)O)c2c1,-2,0.7,-0.1,3,-2,1.6,1.9,1.7,-2,0.1,-3
COC(=O)c1ccc(C23CC4(C2)[C@H](CN(Cc2ccc(-c5ccccc5)cc2)[C@@H]4c2ccccc2)C3c2ccc(C(F)(F)F)cc2)cc1 (stereo not given in full),-4,.,0.0,3,-1,.,0.1,-1.5,2,-0.9,9
COCCn1c(SCC(=O)NCc2ccc3c(c2)OCO3)nnc1-c1c[nH]c2ccccc12,-3,-1.0,-1.4,-11,-1,0.0,-2.7,-2.8,5,-1.2,15
CC(=O)c1c(C)[nH]c(C(=O)Nc2cccnc2)c1C,5,-1.7,-0.2,3,-6,1.7,-1.4,2.8,6,-1.3,4
Cc1nn(C)c(C)c1S(=O)(=O)N1CCC(C(=O)NCC2COc3ccccc3O2)CC1 (stereo not given),-2,1.3,-0.3,-8,-3,-0.6,-0.6,-3.4,-2,-1.6,12
COCCn1nnnc1C(c1ccc(OC)cc1)N1CCN(c2ccccc2F)CC1 (stereo not given),5,-0.3,0.2,8,4,0.5,-1.8,-0.7,8,-1.0,0
O=S1(=O)N[C@@H](Cc2ccccc2)COc2cc(NC3CC3)ccc21,4,.,-0.9,-3,1,.,-1.0,-0.9,2,-1.0,-8
Cc1c(OC(C)C(=O)NC2CC(C)(C)NC(C)(C)C2)ccc2c3c(c(=O)oc12)CCC3 (stereo not given),-12,-1.9,1.9,-68,-27,0.2,0.3,-1.1,-4,-1.3,6
CCc1nc2ccc(C(=O)N(C)CCCN(C)C)cn2c1N(C)CCCc1ccccc1,0,-1.1,0.1,-3,-3,.,-0.3,-4.4,0,-0.8,-14
Cc1cccc(NC(=S)N(C)C)c1C,-1,-0.7,0.0,7,1,2.1,0.2,-2.3,5,-0.8,11
O=[N+]([O-])c1ccc(S(=O)(=O)N/N=C/c2ccco2)cc1,4,0.4,0.4,-4,2,-1.2,0.2,-1.6,2,-0.3,14
CCCC(=O)Nc1c2c(nn1-c1cccc(C)c1C)CS(=O)(=O)C2,1,-1.3,0.8,-5,6,-0.8,8.1*,3.3,1,0.1,0
CCCCn1c(N)c(N(CC(C)C)C(=O)c2ccc(S(=O)(=O)N(CC)c3ccccc3)cc2)c(=O)[nH]c1=O,-10,1.5,-0.2,-6,-4,1.4,1.0,-2.3,-1,1.4*,2
CN(C)C(=O)CC12CC3CC(C1)CC(CC(=O)N(C)C)(C3)C2,-1,0.4,-0.9,3,-5,1.7,0.2,-2.5,-1,-1.6,6
COc1cc(-c2ccc(Nc3ccccc3C(=O)O)c(OC)c2)ccc1Nc1ccccc1C(=O)O,-39,-1.2,-0.5,8,0,-0.9,-3.1,-2.8,-23,-1.3,-5
CCOc1cc(N2CCOCC2)c(OCC)cc1NC(=O)c1ccc(C)s1,-10,-1.9,-1.6,-3,0,-2.8,-1.8,1.0,-6,-1.6,3
CCn1c(=O)n(CC)c2cc(N)ccc21,-48,3.4,-0.7,-27,-10,0.2,-0.2,-3.2,-39,-0.5,-3
Cc1cc(C(=O)N2CCCC(N3CCN(c4cccc(C(F)(F)F)c4)CC3)C2)no1 (stereo not given),-2,-0.4,-0.9,2,-1,0.7,0.0,-2.1,-1,-1.1,4
Cn1nc(C(=O)Nc2cc(Cl)ccc2N2CCCC2)c2ccccc2c1=O,-4,2.5,0.1,-1,-5,0.9,0.2,0.5,-2,-1.1,-4
Cc1nc(SCc2ccc(Cl)c(Cl)c2)ncc1C(=O)O,-2,1.9,0.0,1,-2,1.0,1.0,-2.6,0,-1.2,-9

# Structures from the list above that contain bromine (two):
SMILES,PLC-beta3 inh,GAA850 FXN act,DAX1 inh-1,ADAM10 inh,ADAM17 inh,DAX1 inh-2,hcDAF-12 act,hgDAF12 agonist,PLC-gamma1 inh,ssDAF-12 act,sPLA2-III inh
CCC[C@H]1CN(c2ccc(Br)cc2)C(=O)[C@@H]1CC(=O)Nc1ccc(OC)cc1,5,-1.2,-1.5,-8,-2,1.8,-2.9,1.8,1,-1.8,-10
C=CC(=O)Nc1ccc(Br)cc1,9,0.4,-3.1,7,3,-0.9,-2.5,-4.7,7,-1.2,9

# More compounds follow.
SMILES,PLC-beta3 inh,GAA850 FXN act,DAX1 inh-1,ADAM10 inh,ADAM17 inh,DAX1 inh-2,hcDAF-12 act,hgDAF12 agonist,PLC-gamma1 inh,ssDAF-12 act,sPLA2-III inh
Cc1nn2c(=O)cc(CSCC(=O)Nc3ccccc3Cl)nc2s1,-9,-1.7,1.7,-3,-4,0.7,-0.2,-0.7,-1,-1.6,5
O=C(NCCc1ccccn1)c1ccc(COc2ccccc2)o1,-4,3.3,0.2,0,-4,-0.1,0.8,5.2,-4,-0.8,4
COc1ccc(C=O)c(OC)c1,4,1.3,-0.1,-4,-1,-0.9,-0.7,1.2,0,-1.6,1
COc1ccc(CN2CCCC(C(=O)c3ccc4c(c3)OCO4)C2)c(F)c1 (stereo not given),-14,0.3,0.2,-4,-2,0.7,-0.7,0.5,-2,-1.1,3
COC(=O)C1C(c2ccccc2)C(C(=O)O)C1c1ccccc1 (stereo not given),1,1.0,-0.5,-6,-1,0.3,-1.4,-3.9,1,-1.1,1
Cc1nnc(SCC(=O)Nc2cccnc2Cl)s1,-5,2.6,0.3,-1,-3,0.1,-1.5,-0.9,2,-0.1,1
CN=C(c1ccc([N+](=O)[O-])cc1)N1CCCCC1,1,-0.1,0.0,-2,2,0.7,-0.6,0.1,5,-1.7,0
CSc1ccc(CN2CCC(C)(Oc3ccc(CC#N)cc3)C2)cc1 (stereo not given),1,-1.9,-2.4,-14,0,.,-1.1,-4.5,2,-0.8,0
COc1ccccc1-n1c(=S)[nH]c2c(sc(=S)n2-c2ccccc2C)c1=O,-13,-0.3,-1.0,3,-3,0.5,-0.3,3.7,-2,-1.2,-5
CCOC(=O)c1[nH]c2cc(OC)c(OC)cc2c1NC(=O)CN(C)C1CCCCC1,-318,1.5,-1.2,-324,-118,1.7,-0.1,-1.7,-216,-1.5,-7
CCCc1nnc(NC(=O)CCC(=O)N2CCCCC2)s1,-5,0.8,0.7,3,-2,1.1,-0.6,7.0,0,-0.8,0
CCC(C)[C@H](NC(=O)N1CC(=O)Nc2ccccc21)C(=O)Nc1nccs1 (stereo not given in full),0,1.1,-1.9,-10,-4,-0.1,4.1,3.5,2,-0.4,-6
CCCCCc1ccc(-c2cn(CN3C(=O)c4ccccc4C3=O)nn2)cc1,1,1.9,-0.2,2,0,1.2,0.5,-1.3,1,-1.0,-8
